# Assay outcomes (PubChem BioAssay)
# sgs1 mgt1: NCI yeast anticancer drug screen, S. cerevisiae sgs1 mgt1 strain; growth inhibition, % at 50 µM; 78,000 tested, 10% active; AID 161, 2004;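 further: 0% = growth of vehicle-only cultures of the same strain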
#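 Genetically altered yeast, compound exposure, growth inhibition relative to vehicle.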
# yeast mlh1 rad18: NCI yeast anticancer drug screen, S. cerevisiae mlh1 rad18 strain | AID 175, 2004 | growth inhibition, % at 50 µM | 79,000 tested, 11% active;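 further: 0% = growth of vehicle-only cultures of the same strain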
#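 Read-out is yeast growth inhibition, calculated against vehicle-only controls. The compound was applied to a strain engineered with DNA damage repair alterations.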
# yeast cln2 rad14: NCI yeast anticancer drug screen, S. cerevisiae cln2 rad14 strain; AID 165, 2004; % growth inhibition at 50 µM; 78,000 tested, 8.3% active;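 further: 0% = growth of vehicle-only cultures of the same strain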
#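 Each compound was tested on cln2 rad14 yeast. Inhibition of growth was calculated against vehicle-exposed controls.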
# yeast mec2-1: NCI yeast anticancer drug screen, S. cerevisiae mec2-1 strain; growth inhibition, % at 50 µM; 79,000 tested, 9% active;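 further: 0% = growth of vehicle-only cultures of the same strain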
#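 Mutant yeast (mec2-1) grown with compound; growth inhibition relative to vehicle control reported.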
# yeast rad50: NCI yeast anticancer drug screen, S. cerevisiae rad50 strain; % growth inhibition at 50 µM; 79,000 tested, 10% active;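 further: 0% = growth of vehicle-only cultures of the same strain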
#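 Vehicle-treated cultures provide the reference for the growth inhibition reported for compound-exposed, repair-deficient yeast.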
# bub3: NCI yeast anticancer drug screen, S. cerevisiae bub3 mutant strain; growth inhibition, % at 50 µM; 78,000 tested, 9.9% active; AID 167, 2004;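 further: 0% = growth of vehicle-only cultures of the same strain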
#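 Part of a panel of yeast mutants defective in DNA damage repair or cell cycle regulation. Each strain is grown with compound, and inhibition is calculated relative to solvent-treated cultures.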
# An asterisk follows results filed as active; & = joins results of further samples. No stated cut-off is given here; in the data, active means growth inhibition above about 70%; inactive means the rest.
Molecule,sgs1 mgt1,yeast mlh1 rad18,yeast cln2 rad14,yeast mec2-1,yeast rad50,bub3
Cc1ccc(C)c(NC(=O)Oc2ccc(Br)cc2Br)c1,3,18,-28,6,11,-1
CC(C)=Cc1cc2c(cc1O)CCC1C2CC[C@@]2(C)C1CC[C@@H]2O (stereo not given in full),71*,54,79*,60,41,46
O=C(Nc1ccc(N=Nc2ccccc2)cc1)c1ccc(Cl)cc1,12,-8,-60,2,-11,2
CCN(CC)c1ccc(CO)cc1,-23,-13,-10,5,8,-1
CN=C1c2ccccc2C(=O)c2c1c(O)n(C)c2O,1,-1,1,-8,3,-3
Cc1ccc(N)c(C(=O)Nc2ccc(Br)cc2)c1,-10,-17,-9,-19,-20,-18
CC(C)C1OC2OCCCC2C(C(C)C)O1 (stereo not given),8,11,-12,-6,17,-22
COc1ccc(C(=O)N/N=C/c2c(C)n(C)n(-c3ccccc3)c2=O)cc1,-61,-49,-6,-19,-54,-52
Nc1nnnn1C(=O)NCCCl,-6,-5,-25,1,-7,-20
CCCCOc1cc2c(cc1C(C)c1ccccc1)OCO2 (stereo not given),-4,15,3,-4,0,16
COc1c(NC(=O)c2cccc(C(=O)Nc3cccc([N+](=O)[O-])c3OC)c2)cccc1[N+](=O)[O-],-20,-16,-49,-16,-31,-1
COc1ccc(C=O)c(NC(C)=O)c1OC,11,4,-10,-7,11,-3
CC1=CC[C@@H]2[C@@H](CC[C@@]2(C)O)C(C)(C)[C@H]1CC[C@@H]1[C@@]2(C)CC[C@@H](O)C(C)(C)O[C@@H]2CC[C@]1(C)O,78*,13,46,38,63,46
CC1(C)C(=NNC(=O)C[N+](C)(C)C)C(C)(C)C1=NNC(=O)C[N+](C)(C)C,-33,-14,-46,-12,0,0
CCN(CC)Cc1cc(Nc2c3ccc([N+](=O)[O-])cc3nc3ccc(OC)cc23)ccc1O,56,65,54,60,83*,54
COC(=O)C(C)(NC(=O)C(CC(=O)OC(C)(C)C)NC(=O)OC(C)(C)C)c1ccccc1 (stereo not given),46,36,36,16,42,37
CC(=O)c1ccc(O)c(C=O)c1O,27,32,3,9,12,-3
Nc1cc(Cl)c([N+](=O)[O-])cc1O,6,-12,-66,18,6,5
Cc1cccc(C)c1OC(=O)NCCCCCCNC(=O)Oc1c(C)cccc1C,6,-17,6,-16,0,3
CC(C)NC(=O)OCc1c(COC(=O)NC(C)C)c(-c2ccc(Cl)c(Cl)c2)n2c1C[C@@H](O)C2,22,-44,38,20,17,12
CN(C)/C=C1\CCc2ccc([N+](=O)[O-])cc2C1=O,16,-28,12,0,7,21
Clc1ccccc1C1=NN(c2ccccc2)C2c3cc(Br)ccc3OCC12 (stereo not given),1,-12,9,-23,-1,4
CC(C)=CCC/C(C)=C/COc1ccc(/C=C2/C(=O)N(O)[C@@H](C)C(=O)N2O)cc1,79*,79*,71*,78*,81*,83*
CCOC(=O)c1nc(SC)sc1NC(=O)c1ccccc1Cl,78*,-8,28,-16,19,30
C/C(=N\NC(N)=S)c1ccc2c(c1)OCO2,-4,9,-30,2,9,-22
O=C1CSC(c2ccccc2Cl)N1c1n[nH]c(=S)s1 (stereo not given),-10,1,-55,-18,-14,-24
O=C(NCCO)Nc1ccccc1Cl,-9,-5,-47,-3,3,-24
O=[N+]([O-])c1ccc(OCCN(Cc2ccccc2)Cc2ccccc2)c([N+](=O)[O-])c1,60,75*,34,59,72*,72*
CCN(C=O)CC,-18,18,-51,2,34,-16
Clc1ccc(CSc2cnnc(SCc3ccc(Cl)cc3)c2SCc2ccc(Cl)cc2)cc1,-11,-30,-60,15,-11,-4

# Only bub3, yeast rad50 and yeast mlh1 rad18, for two of the compounds above:
Molecule	bub3	yeast rad50	yeast mlh1 rad18
CCOC(=O)c1nc(SC)sc1NC(=O)c1ccccc1Cl	30	19	-8
C/C(=N\NC(N)=S)c1ccc2c(c1)OCO2	-22	9	9

# Next results:
Molecule,sgs1 mgt1,yeast mlh1 rad18,yeast cln2 rad14,yeast mec2-1,yeast rad50,bub3
Cc1ccc2nc(-c3ccc(N=Cc4ccccc4O)cc3)sc2c1,6,12,-6,13,18,28
Nc1ccc(-c2nc3ccccc3s2)cc1S(=O)(=O)O,17,10,-27,22,8,11
O=C(O)C1C2OC3C(OC(=O)C31)C2Cl (stereo not given),10,-12,-14,6,-4,-6
CSc1ccc(NC(=O)Oc2cc3ccccc3cc2C(=O)Nc2ccccc2)cc1,1,31,8,12,16,4
CN(C(=O)Sc1ccc([N+](=O)[O-])cc1)c1ccccc1,-3,-3,-3,7,-7,3
c1ccc2c(c1)CCOC2,3,-3,6,6,0,9
O/N=C/c1ccc(O)cc1O,-32,-33,-30,-5,-12,18
O=C(c1ccccc1)n1[nH]c(=O)n(-c2ccc(Cl)cc2)c1=O,17,-44,5,-24,8,-6
CCCc1cc(C(=O)OC/C(C)=N/O)c2ccccc2n1,11,9,-8,1,-8,25
CCOc1cccc2c1OC(COS(=O)(=O)c1ccc(C)cc1)CO2 (stereo not given),-6,-14,7,-7,5,-4
O=C1/C(=C\c2ccccc2)Cc2cc3c(cc21)OCO3,-4,-6,-16,2,6,9
C=CC(=O)Nc1ccccc1,8,6,-8,-8,16,-10
CCOC(=O)C(Cc1c[nH]c2ccccc12)NC(=O)[C@@]1(O)[C@H](O)[C@]2(CC)C=CCN3CC[C@@]4(c5cc([C@@]6(C(=O)OC)C[C@@H]7CN(CCc8c6[nH]c6ccccc86)C[C@](O)(CC)C7)c(OC)cc5N(C)[C@@H]14)[C@@H]32 (stereo not given in full),-31,28,-1,-7,58,-20
S=c1[nH][nH]c(=S)c2[nH]cnc12,-6,0,-18,-3,2,2
CCN(CC)c1c(C)c(-c2ccccc2)oc(=O)c1Cl,4,7,11,-1,0,7
COC1(C)COC(C)(OC)CO1 (stereo not given),24,19,14,21,34,13
C[C@@H]1CN[C@@H](C)CN1,-17,4,-8,-30,-35,-1
CCN(CC)c1ccc(Cl)c2c1C(O)(C(C)C)C2(C)C (stereo not given),90*,87*,89*,92*,88*,90*
O=S(=O)(C(c1ccccc1)C(O)c1ccccc1)N1CCCC1 (stereo not given),-2,-11,-23,-7,-7,-9
CCN(CC)CCCCCCCNc1nccc2ccccc12,-8,35,-23,-2,31,13
Nc1cccc2cccc([N+](=O)[O-])c12,16,21,62,11,11,-20
O=C(O)CCC(=O)c1ccc(C2CCCC2)c2ccccc12,68,87*,73*,79*,70,70*
COc1ccc(C(O)C(NCCO)c2ccc(OC)cc2)cc1 (stereo not given),-4&43,-28&16,-17&-38,-7&13,-4&9,0&-2
O=C1COc2cc3c(cc2N1)SCC(=O)N3,-10,-24,-13,-6,-12,-18
Cc1cc(Br)cc(C)c1NC(=O)C(=O)C(C(=O)c1ccc2ccccc2c1)C1OC(=O)c2ccccc21 (stereo not given),28,32,70*,14,12,32
FC(F)(F)c1nn2c(c(-c3ccccc3)c(-c3ccccc3)c3ccccc32)c1C(F)(F)F,29,32,26,11,33,-4
COc1ccc(C2(O)c3ccccc3C(=O)C2c2ccccn2)cc1 (stereo not given),99*,99*,99*,99*,99*,99*
CCC1(O)C(=O)Nc2ccccc2C1=O (stereo not given),-17,-6,-14,-23,-3,-23
Cc1ccc(S(=O)(=O)NNC(=O)CCn2[nH]c(=O)c(Cl)c(Cl)c2=O)cc1,-8,-12,-38,-10,-17,0
COc1cc(NCCCCCCN2CCNCC2)c2ncccc2c1,17,-11,9,-6,19,32
CCCCCCCCCCCCCCCCS(=O)(=O)c1ccc(S(=O)(=O)N/N=c2/sc3ccccc3n2C)cc1C(=O)O,2,0,26,6,5,13
CC(=O)N(C(C)=O)n1c(Cc2ccc(Cl)cc2)n[nH]c1=O,-26,-65,-6,-54,32,-31
Cc1cc(C)cc(C(=O)NC(c2ccncc2)C2N=C(c3ccccc3)OC2=O)c1 (stereo not given),-14,2,-6,-7,-1,-4
COC(=O)c1c(C)cc(OC(=O)c2c(C)cc(OC)c(C)c2OC)c(C)c1O,-2,5,10,4,15,-1
CC(=O)NCCc1ccccc1,3,0,-19,21,-18,10
c1ccc(-c2c[nH]c(-c3ccccc3)c2-c2ccccc2)cc1,93*,97*,95*,95*,95*,83*
COC(=O)C1=COC2OC3CC1C2C(C)O3 (stereo not given),14,-88,6,-7,0,-18
C/C(Nc1ccc(F)cc1)=C1/CCOC1=O,-2,-12,-44,-18,10,14
CCCC1CCCC12CCc1ccccc1C2=O (stereo not given),-11,1,10,-6,15,-6
OCC1CCCC1O (stereo not given),21,17,4,-16,9,14
Cc1ccc(C(=O)NNC(=O)c2ccc3ccccc3c2)cc1,7,-13,10,-19,-15,-17
O=C(Nc1nc(=S)c2c(ncn2CCO)[nH]1)c1ccccc1,9,-1,13,-14,5,5
O=C(Nc1cccc(C(F)(F)F)c1)c1ccccc1,4,15,-11,0,-19,-23
CC(=O)C(CCC#N)(CCC#N)C(=O)Nc1ccccc1,3,-22,-6,10,-9,-2
C/C=C(/COC(C)=O)C(=O)OC1C=C(C=O)C(C)(C)C=C1C (stereo not given),-30,-84,-12,-34,-26,-21
O=C1O[C@H]2C3C4CCC(C4[C@@H]2I)[C@H]13 (stereo not given in full),-9,17,20,-14,-14,14
CC[N+](CC)(CC)c1ccc(C)cc1,17,-3,12,-16,9,12
O=C(O)CCC(=O)Nc1ccccc1C(=O)O,-8,-4,0,12,-1,6
COC(=O)C1CC(C(=O)OC)c2nc3cc(C)ccc3nc21 (stereo not given),-15,12,11,1,-28,1
Cc1nc(-c2nc(C)c(C(=O)/C=C/c3ccc(N(C)C)cc3)s2)sc1C(=O)/C=C/c1ccc(N(C)C)cc1,-14,-14,12,-12,-6,-6
COc1cc2ccccc2oc1=O,4,22,15,9,21,5
CCOC(=O)NC(=S)Nc1ccsc1,11,30,57,11,16,25
Cc1c(C)c(C)n(C2OC(CO)C(O)C(O)C2O)c(=S)c1C#N (stereo not given),-10,-29,-1,-4,5,-5
CCSCCC#N,-13,-10,0,5,11,8
CC(C)(O)c1cc2nc3ccccc3nc2n1CCO,8,-14,4,-22,-20,4
O=C(O)Cc1cc2cccc([N+](=O)[O-])c2[nH]1,9,9,-2,7,1,-16
C=CCS(=O)(=O)c1ccc(Cl)cc1,-20,-22,-25,2,2,1
CCOC(=O)c1ccc(-n2nc(C)cc(Cl)c2=O)cc1,11,-5,-43,-11,1,20
CCOc1ccccc1N=Nc1c(C)nc(N)nc1OCC,7,15,-30,7,7,4
CN1C(=O)C(=O)C(c2ccccc2)(c2ccccc2)C1=O,12,-11,-53,-5,9,9

# Continued.
Molecule,sgs1 mgt1,yeast mlh1 rad18,yeast cln2 rad14,yeast mec2-1,yeast rad50,bub3
CCCCCCCCCCOC(=O)Nc1cccc(O)c1,95*,86*,19,93*,30,97*
OCC(O)COc1cccc2cccnc12 (stereo not given),0,8,-26,-15,5,11
O=C1c2cc(Cl)ccc2NC(=NCCCl)C2CSCN12 (stereo not given),-6,18,-9,7,-1,-7
C=C1CC[C@@H]2C(C)(C)CCC[C@@]2(C)[C@@H]1Cc1cc(O)ccc1O,87*,88*,87*,89*,87*,88*
CCCCCOC(=O)C#CC(=O)OCCCCC,100*,100*,99*,100*,100*,100*
N#CC(C(=O)/C(=N/NC(=O)c1ccccc1O)C(C#N)c1ccc(Cl)cc1)c1ccc(Cl)cc1 (stereo not given),-2,-9,17,3,-38,2
Cn1cc(C(=O)c2ccccc2)cc(C(=O)c2ccccc2)c1=O,-6,-37,2,-12,-3,-15
Cc1ccc(C(O)/C(=N/N)c2nc3ccc([N+](=O)[O-])cc3[nH]c2=O)cc1 (stereo not given),-29,-12,-13,-20,6,-9
Nc1ccc(S(=O)(=O)N/N=C/c2ccc(O)cc2)cc1,5,-11,-22,-21,4,5

# Single entries from the list.
# sgs1 mgt1 result of O=C1c2cc(Cl)ccc2NC(=NCCCl)C2CSCN12 (stereo not given) = -6
# yeast mlh1 rad18 result of Cc1ccc(C(O)/C(=N/N)c2nc3ccc([N+](=O)[O-])cc3[nH]c2=O)cc1 (stereo not given) = -12
# sgs1 mgt1 result of Nc1ccc(S(=O)(=O)N/N=C/c2ccc(O)cc2)cc1 = 5
# yeast rad50 result of N#CC(C(=O)/C(=N/NC(=O)c1ccccc1O)C(C#N)c1ccc(Cl)cc1)c1ccc(Cl)cc1 (stereo not given) = -38
# sgs1 mgt1 result of Cn1cc(C(=O)c2ccccc2)cc(C(=O)c2ccccc2)c1=O = -6
# bub3 result of OCC(O)COc1cccc2cccnc12 (stereo not given) = 11

# Random draw from the library, and some 13% of all compounds hit somewhere here.
